# esBAF inh: SWI/SNF esBAF complex inhibition; mouse ES cells, Bmi1-luciferase knock-in reporter, 24 h; 100% = twice the neutral-well signal; reporter increase, % at 12.5 µM; 350,000 tested, 2% active; AID 602393; in the data active = activation above about 40%;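 also: 0% = median of the plate's neutral control wells and 100% = double that signal; a rise in the Bmi1 reporter signal indicates esBAF inhibition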
# ERAP1 inh: inhibitors of human ERAP1 aminopeptidase; Q9NZ08; recombinant ERAP1, Leu-AMC fluorescence, 60 min; inhibition, % at 10.7 µM; 340,000 tested, 0.15% active;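 active = mean replicate inhibition of at least 30%, or all replicates individually reaching that 30% level; inactive = mean below 30% and not every replicate reaching it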;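 also: 0% = neutral control wells and 100% = L-leucinethiol positive control wells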
# Target sequence (Q9NZ08 whole entry, looked up): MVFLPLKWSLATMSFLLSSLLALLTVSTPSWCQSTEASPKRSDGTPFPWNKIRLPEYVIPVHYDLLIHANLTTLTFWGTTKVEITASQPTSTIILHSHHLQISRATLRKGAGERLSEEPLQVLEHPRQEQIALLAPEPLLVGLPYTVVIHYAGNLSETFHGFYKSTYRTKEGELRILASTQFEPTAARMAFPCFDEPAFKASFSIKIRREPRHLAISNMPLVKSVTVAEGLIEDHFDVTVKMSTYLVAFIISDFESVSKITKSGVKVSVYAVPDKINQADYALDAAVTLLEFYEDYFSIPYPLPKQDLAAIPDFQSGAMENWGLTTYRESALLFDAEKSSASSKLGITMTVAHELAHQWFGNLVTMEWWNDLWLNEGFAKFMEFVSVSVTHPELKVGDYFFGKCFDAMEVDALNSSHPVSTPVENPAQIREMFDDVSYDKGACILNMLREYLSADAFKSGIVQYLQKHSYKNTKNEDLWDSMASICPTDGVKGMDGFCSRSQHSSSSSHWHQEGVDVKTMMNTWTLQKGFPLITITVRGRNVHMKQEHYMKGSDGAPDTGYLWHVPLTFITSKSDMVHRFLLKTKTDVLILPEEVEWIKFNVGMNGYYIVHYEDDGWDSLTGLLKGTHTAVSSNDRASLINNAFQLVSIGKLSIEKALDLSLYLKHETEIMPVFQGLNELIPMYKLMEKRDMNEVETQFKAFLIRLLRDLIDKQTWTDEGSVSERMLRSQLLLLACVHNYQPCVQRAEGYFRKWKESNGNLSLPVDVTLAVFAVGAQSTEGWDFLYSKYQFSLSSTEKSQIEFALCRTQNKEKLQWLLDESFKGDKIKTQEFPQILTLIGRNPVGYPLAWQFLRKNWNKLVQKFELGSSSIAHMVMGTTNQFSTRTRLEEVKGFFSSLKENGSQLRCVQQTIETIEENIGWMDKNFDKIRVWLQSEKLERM
# RAD52 inh: inhibitors of human RAD52 DNA annealing | 360,000 tested, 0.46% active | inhibition, % at 18.7 µM | P43351 | recombinant RAD52 DNA annealing, FRET fluorescence;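 active = every replicate showing at least 50% inhibition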
# S100A4 MyoIIA: inhibitors of human S100A4 binding to myosin IIA peptide; P26447; S100A4/TAMRA-MyoIIA peptide fluorescence polarization; inhibition, % at 10.7 µM; 360,000 tested, 0.14% active;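 active = mean inhibition of at least 70% across replicates, with every replicate also reaching that level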
# Target sequence (P26447 whole entry, looked up): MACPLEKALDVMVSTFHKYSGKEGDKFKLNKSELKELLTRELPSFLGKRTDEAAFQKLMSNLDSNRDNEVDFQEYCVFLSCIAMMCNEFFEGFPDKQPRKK
#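 Compound dosing: one dose per compound; test system: human S100A4 monomer with TAMRA-labelled myosin IIA peptide; probe or stimulus: TAMRA-labelled myosin IIA heavy-chain peptide probe, 5 nM; medium: HEPES buffer with Ca2+, pH 7.2; schedule: 5 min incubation before reading; benchmarks: neutral control DMSO, positive control TFP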
# ERp5 block: inhibitors of human ERp5; ERp5 insulin aggregation, absorbance 650 nm, 90 min; inhibition, % at 9.99 µM; 350,000 tested, 0.05% active;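 active = mean replicate inhibition above about 25%, with every replicate also reaching it, limit read from the data, passing the limit was not always enough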
# E-sel inducer: E-selectin induction on HUVECs | HUVEC E-selectin immunofluorescence imaging; normalized: neutral wells 0, TNF-alpha wells 100 | activation, % at 7.58 µM | 260,000 tested, 0.37% active | AID 686992;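 active = mean E-selectin-positive cell signal at least 10% of the positive control, reached in at least 60% of replicates, without over 20% cell loss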;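 also: in these data hits start at about 27%; measured in HUVEC primary endothelial cells; signal is the percent of cells scored E-selectin positive by PE staining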
#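 System: HUVEC / Compound: single concentration / Signal: immunofluorescence imaging / Read-out: percent E-selectin-positive cells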
# RAD54 inh: blocks human RAD54 Holliday junction branch migration; Q92698; FAM/BHQ fluorescence; inhibition, % at 10.4 µM; 360,000 tested, 0.14% active; AID 602329;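 active = mean normalized replicate activity at least 40 and at least half of replicates scoring 40 or more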;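 also: 0% = median of neutral control wells and 100% = median of positive control wells; inhibitors cause a drop in the FAM fluorescence signal; in these data hits start at about 50%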
# Xi reactivation: reactivates the inactive X chromosome in mouse fibroblasts | 360,000 tested, 0.055% active | activation, % at 7.58 µM | XiGFP mouse fibroblasts, % GFP-positive cells imaging, 3 d; cells co-treated with 5-aza-dC sensitizer; scaled so ellipticine positive control = 100%;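 active = mean normalized replicate activation at least 10% and every replicate at or above 10%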;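 also: 0% = median of on-plate neutral control wells and 100% = ellipticine 6 µM median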
#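 System: SV40-immortalized XiGFP fibroblast cells, line 68-5-11 / Incubation: 3-day compound exposure, then 15 min fixation at room temperature / Compound: single concentration per compound, delivered by pin transfer / Buffer or medium: DMEM plus 5-aza-dC sensitizer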
# Active calls of the source: *; · = not tested or not shown. An unsorted share of the library; 2.5% or so of the library scored in one or more.
canonical_smiles	esBAF inh	ERAP1 inh	RAD52 inh	S100A4 MyoIIA	ERp5 block	E-sel inducer	RAD54 inh	Xi reactivation
CCOC(=O)c1sc(N2C(=O)C(O)=C(C(=O)c3ccc(C)o3)C2c2ccc(OC)c(OC)c2)nc1C (configuration not stated)	-3	4	-24	-14	-3	·	3	0.3
CCc1cc(C(=O)N2CCCC(N3CCN(c4cccc(C(F)(F)F)c4)CC3)C2)n(C)n1 (configuration not stated)	2	0	1	-2	-3	·	5	0.0
CN(C)CC(=O)N[C@@H]1C[C@@H]2O[C@@H](CO)CC[C@@H]2O[C@@H]1CCc1ccc(-c2ccc(F)cc2)cc1	·	-1	38	-23	0	·	·	·
CCN(CC(=O)Nc1c(F)cccc1F)C(=O)CCCN1C(=O)c2cccc3cccc(c23)C1=O	1	1	-2	-10	3	0.2	-10	0.1
CO[C@H]1CN(C)C(=O)c2cc(NC(=O)CC(F)(F)F)ccc2OC[C@@H](C)N(CC2CC2)C[C@H]1C	·	0	-6	-13	0	0.5	·	-0.1
Cc1occc1C(=O)NNC(=O)c1ccc(S(=O)(=O)N(C)C)cc1	7	0	-2	-3	-3	·	8	0.0
C=CCN(c1ccc(C(=O)Nc2ccc(C)cc2)cc1)S(C)(=O)=O	16	9	-11	-3	1	·	·	0.2
CCOC(=O)C1=C(CNCc2ccc(C)cc2)NC(=O)NC1c1cc(C)ccc1C (configuration not stated)	-1	1	-9	-3	2	·	0	·
O=C(c1cnccn1)N1CC(=O)N2[C@H](CO)[C@H](c3ccc(-c4cccc(F)c4)cc3)[C@@H]2C1	·	-2	-4	4	4	0.2	·	0.0
CCOC(=O)C1(C)CCCN(C(=O)c2ccc3ccccc3c2)C1 (configuration not stated)	8	2	-12	-2	-1	-0.2	4	0.1
COCCn1c(C)cc(C(=O)CN2CCCCC2)c1C	·	0	-11	-9	2	·	·	0.0
N#Cc1ccc(S(=O)(=O)Nc2ccccc2N2CCOCC2)cc1	-6	2	6	-2	3	·	1	-0.1
O=C(NNC(=O)c1cc2c(s1)CCCC2)c1ccccc1	41*	-1	-21	-3	1	·	·	0.0
O=C(CN1CCOCC1)NCC[C@@H]1CC[C@H](NS(=O)(=O)c2ccc(F)cc2)[C@@H](CO)O1	-2	-1	·	0	2	-1.4	-1	-0.3
CC(=O)N1C[C@@H]2[C@H](c3ccccc31)[C@@H](CO)N2C(=O)Nc1ccc(F)cc1	-4	-1	0	-8	-3	0.4	-4	0.2
CC(C)Cc1nnc(NC(=O)CN2C(=O)NC3(CC(C)CC(C)(C)C3)C2=O)s1 (configuration not stated)	1	2	-2	1	0	0.1	·	0.0
NS(=O)(=O)c1ccc(CNC(=S)Nc2ccc(Cl)c(Cl)c2)cc1	-8	-6	-18	0	5	·	-8	-0.1
O=Cc1ccc(OCc2ccc3ccccc3c2)cc1	50*	-5	-11	1	1	0.1	7	0.0
COc1ccc(C(=O)c2[nH]c(N)c(C(=O)NCCc3c[nH]c4ccccc34)c2-c2ccc(Br)cc2)cc1	·	0	-9	0	-8	0.9	·	-0.1
CC(C)=CCN1CCN(C/C(Cl)=C/c2ccccc2)CC1CCO (configuration not stated)	·	-6	-1	11	-1	5.2	5	0.1
CN(Cc1ccccc1)c1cc2c(c3c1ccn3C)C1CCC2O1 (configuration not stated)	0	0	30	-6	-4	1.6	5	·
O=C(Nc1ccc(Nc2ccncc2)cc1)c1ccc([N+](=O)[O-])cc1	0	2	-5	-7	3	·	9	0.4
O=C1NC(=O)/C(=C\c2ccccc2OCc2cccc([N+](=O)[O-])c2)N1	·	0	-15	1	-6	·	·	0.0
C[C@@H]1CN([C@@H](C)CO)C(=O)c2cc(NC(=O)CCN3CCOCC3)ccc2O[C@H]1CN(C)S(C)(=O)=O	-6	-3	6	-48	-3	17	0	0.0
CC(=O)NC1=NN(C(C)=O)C(c2ccco2)S1 (configuration not stated)	-5	7	1	-3	-1	0.7	-1	0.0
C[C@@H]1CN([C@H](C)CO)S(=O)(=O)c2ccc(Br)cc2O[C@H]1CN(C)S(=O)(=O)c1ccc(F)cc1	4	0	20	-3	2	5.8	3	-0.5
CCOC(=O)/C(C#N)=C\c1ccc(OC)c(OC)c1	·	13	-35	22	1	-0.1	·	0.0
CC(=O)NC(CC(=O)NCCOc1ccccc1F)c1ccccc1 (configuration not stated)	6	36*	-9	0	3	·	-3	0.2
Cc1cc(C(=O)Nc2cccc3c2O[C@H](CN(C)S(C)(=O)=O)[C@@H](C)CN([C@@H](C)CO)C3=O)n(C)n1	-1	1	0	33	-1	·	0	-0.5
COc1ccc2c3c(n(C)c2c1)[C@H](CO)NCC31CCN(C(=O)Nc2ccc3c(c2)OCO3)CC1	·	-1	14	2	-4	0.3	·	0.2

# Part of the list above, set out differently:
# Below each SMILES – esBAF inh, ERAP1 inh, RAD52 inh, S100A4 MyoIIA, ERp5 block, E-sel inducer, RAD54 inh, Xi reactivation
> CCOC(=O)C1(C)CCCN(C(=O)c2ccc3ccccc3c2)C1 (configuration not stated)
 : 8, 2, -12, -2, -1, -0.2, 4, 0.1
> COCCn1c(C)cc(C(=O)CN2CCCCC2)c1C
 : ·, 0, -11, -9, 2, ·, ·, 0.0
> N#Cc1ccc(S(=O)(=O)Nc2ccccc2N2CCOCC2)cc1
 : -6, 2, 6, -2, 3, ·, 1, -0.1

# New compounds follow:
canonical_smiles	esBAF inh	ERAP1 inh	RAD52 inh	S100A4 MyoIIA	ERp5 block	E-sel inducer	RAD54 inh	Xi reactivation
O=C(c1cc([N+](=O)[O-])[nH]n1)N1CCSCC1	·	-4	-10	-4	-4	·	5	0.4
CCOc1ccc(N2CC(C(=O)NNC(=O)c3ccc(Br)cc3)CC2=O)cc1 (configuration not stated)	-7	-2	-7	73*	0	-1.1	-6	0.0
O=C(O)c1cccc2c1C(=O)N(CC1CCCO1)C2 (configuration not stated)	·	-7	15	0	5	·	·	0.1
CC(C(c1ccc2c(c1)OCO2)c1c(N)n(C)c(=O)n(C)c1=O)[N+](=O)[O-] (configuration not stated)	·	0	-8	-7	·	·	-3	0.1
CN(C)S(=O)(=O)c1cccc(NC(=O)c2ccc(NS(=O)(=O)c3cccs3)cc2)c1	2	0	-24	0	6	0.0	4	0.2
CCC(CC)c1nnc(NC(=O)C2CC(=O)N(CCc3ccc(F)cc3)C2)s1 (configuration not stated)	-3	-2	-17	-2	3	·	0	0.0
Cc1coc2cc3oc(=O)c(CCC(=O)N[C@@H](CCCNC(N)=O)C(=O)O)c(C)c3cc12	-9	1	-9	-4	-3	0.0	-6	0.0
NS(=O)(=O)c1ccc(CNC(=O)c2ccncc2)cc1	1	3	-14	4	0	-0.3	3	1.7
Cc1ccc(NC(=O)CN(C)C(=O)c2ccc(OCc3cn4ccccc4n3)cc2)cc1	18	-1	-12	-15	-3	0.0	3	0.0
CC(=O)N1C[C@H]2CON(C)[C@H]2C[C@H]1c1cccc(-c2ccccc2)c1	1	1	-10	-2	-15	·	4	-0.1
CC(=O)Nc1ccc(OCC(O)Cn2nc(C)c(C)c2C)cc1 (configuration not stated)	-3	0	-6	-1	0	0.1	-2	0.0
C/C(Cn1nnc([N+](=O)[O-])n1)=N\NC(=O)c1ccccc1Cl	2	3	-3	-3	0	·	·	·
O=C(c1ccccc1)N(C(=O)c1ccccc1)c1ncnc2c1C(c1ccccc1)c1c(ccc3ccccc13)O2 (configuration not stated)	-5	-4	-12	-3	3	·	4	0.0
NC(=O)C(CCc1nc2ccccc2[nH]1)NS(=O)(=O)c1ccccc1 (configuration not stated)	·	-2	-4	-4	-3	0.1	·	0.2
C[C@@H]1CCCCO[C@H](CN(C)C(=O)C2CCCCC2)[C@@H](C)CN([C@H](C)CO)C(=O)c2cc(NC(=O)C3CCCCC3)ccc2O1	-4	2	-5	2	3	0.0	-2	0.1
CC1(C(=O)N/N=C/c2ccccc2)CC1(Br)Br (configuration not stated)	·	-2	-1	-2	0	·	·	0.1
C[C@@H]1CN([C@@H](C)CO)C(=O)c2cc(N(C)C)ccc2O[C@@H](C)CCCCO[C@@H]1CN(C)Cc1ccc(C(F)(F)F)cc1	1	0	-17	10	-3	0.2	-3	1.0
CN1C(=O)c2cc(NC(=O)Cc3cccs3)ccc2OC[C@H]2O[C@H](CC(=O)O)CC[C@@H]21	0	2	-10	3	1	0.0	5	0.2
CCOC(=O)[C@]12CCCC=C1N(Cc1ccc(Cl)cc1Cl)C(=O)[C@H](CC(=O)NCc1ccc(C)o1)C2	·	-4	-20	-2	1	0.0	·	0.0
CCc1nc(SCC(=O)Nc2nnc(CC(C)C)s2)n[nH]1	9	1	-30	2	1	6.2	-13	0.1
O=C(COc1ccc(Cl)cc1)Nc1nnc(-c2ccc3c(c2)CCCC3)o1	24	4	-3	2	-8	-1.3	2	-0.1
COc1cccc(-c2ccc3n(c2=O)C[C@@H]2[C@@H](CO)[C@H](C(=O)NC4CCCC4)[C@H]3N2C)c1	5	-2	3	-2	-7	0.0	1	0.0
CCCc1cn(CC[C@@H]2CC[C@H](NC(=O)CCN3CCCCC3)[C@@H](CO)O2)nn1	3	-3	0	19	0	-0.3	-6	0.6
O=C(CCC(=O)Nc1ccc(F)cc1)N/N=C/c1ccc(O)cc1	-8	1	-16	-19	-1	·	0	0.0
O=C1NCCN1Cc1ccc(Cl)cc1	1	-1	-4	-2	3	0.0	-1	0.0
CCOc1ncccc1C(=O)Nc1ccc(S(=O)(=O)N2CCCC2)cc1	·	1	-16	2	4	0.4	·	0.5
O=C(NC1CCCC1)N1CCCCN2[C@@H](CO)[C@H](c3ccc(-c4cccnc4)cc3)[C@@H]2C1	-2	1	-6	-4	-3	0.1	5	0.1
COc1ccc(NC(=O)Nc2ccc3c(c2)C(=O)N([C@@H](C)CO)C[C@@H](C)[C@@H](CN(C)C(=O)CCC(F)(F)F)OCCCC[C@@H](C)O3)cc1	5	·	·	·	·	0.1	-2	-0.5
Cc1ccc(CNC(=O)c2cc3c(-c4ccc(Cl)cc4)nn(C)c3s2)o1	-8	0	-14	2	5	·	6	0.6
O=C(C[C@H]1CC[C@H]2[C@@H](COC[C@@H](O)CN2Cc2nccs2)O1)NCc1ccc(-c2ccccc2)cc1	-1	1	1	-4	-9	0.0	1	0.0
CO[C@@H]1CN(C)C(=O)c2ccc(NC(=O)C3CCCC3)cc2OC[C@@H](C)N(C(C)=O)C[C@@H]1C	·	0	8	2	0	0.0	·	0.9
O=C(Cn1ccc2ccccc2c1=O)NCC(=O)Nc1ccc(F)cc1F	-2	-5	3	-5	-1	·	4	0.5

# Grouped by structure, the compounds so far with a cyano group.
canonical_smiles	esBAF inh	ERAP1 inh	RAD52 inh	S100A4 MyoIIA	ERp5 block	E-sel inducer	RAD54 inh	Xi reactivation
N#Cc1ccc(S(=O)(=O)Nc2ccccc2N2CCOCC2)cc1	-6	2	6	-2	3	·	1	-0.1
CCOC(=O)/C(C#N)=C\c1ccc(OC)c(OC)c1	·	13	-35	22	1	-0.1	·	0.0

# Compound activity: PubChem, Broad Institute
